Bioassay records as filed in PubChem.
KDM5B inh = Primary screen for KDM5B Histone Demethylases FDH-coupled qHTS | Lysine-specific demethylase 5B (Homo sapiens), Q9UGL1 | KDM5B demethylase, FDH-coupled NADH fluorescence (FDH is formaldehyde dehydrogenase) | Potency, µM (top dose mostly 57.7 µM), for inactives: at the top dose activity change, negative = inhibition, hits mostly inhibitors | 2.6% of 220,000 active; active = well fitted inhibition curve with a large enough effect; inconclusive = small, poorly fitted or top-dose-only effect; inactive = no such curve, though single readings can be large or run the other way; note: 0% is about no effect; nearly all actives have a fitted effect of over 70% in size
Target sequence (Q9UGL1 whole entry, looked up): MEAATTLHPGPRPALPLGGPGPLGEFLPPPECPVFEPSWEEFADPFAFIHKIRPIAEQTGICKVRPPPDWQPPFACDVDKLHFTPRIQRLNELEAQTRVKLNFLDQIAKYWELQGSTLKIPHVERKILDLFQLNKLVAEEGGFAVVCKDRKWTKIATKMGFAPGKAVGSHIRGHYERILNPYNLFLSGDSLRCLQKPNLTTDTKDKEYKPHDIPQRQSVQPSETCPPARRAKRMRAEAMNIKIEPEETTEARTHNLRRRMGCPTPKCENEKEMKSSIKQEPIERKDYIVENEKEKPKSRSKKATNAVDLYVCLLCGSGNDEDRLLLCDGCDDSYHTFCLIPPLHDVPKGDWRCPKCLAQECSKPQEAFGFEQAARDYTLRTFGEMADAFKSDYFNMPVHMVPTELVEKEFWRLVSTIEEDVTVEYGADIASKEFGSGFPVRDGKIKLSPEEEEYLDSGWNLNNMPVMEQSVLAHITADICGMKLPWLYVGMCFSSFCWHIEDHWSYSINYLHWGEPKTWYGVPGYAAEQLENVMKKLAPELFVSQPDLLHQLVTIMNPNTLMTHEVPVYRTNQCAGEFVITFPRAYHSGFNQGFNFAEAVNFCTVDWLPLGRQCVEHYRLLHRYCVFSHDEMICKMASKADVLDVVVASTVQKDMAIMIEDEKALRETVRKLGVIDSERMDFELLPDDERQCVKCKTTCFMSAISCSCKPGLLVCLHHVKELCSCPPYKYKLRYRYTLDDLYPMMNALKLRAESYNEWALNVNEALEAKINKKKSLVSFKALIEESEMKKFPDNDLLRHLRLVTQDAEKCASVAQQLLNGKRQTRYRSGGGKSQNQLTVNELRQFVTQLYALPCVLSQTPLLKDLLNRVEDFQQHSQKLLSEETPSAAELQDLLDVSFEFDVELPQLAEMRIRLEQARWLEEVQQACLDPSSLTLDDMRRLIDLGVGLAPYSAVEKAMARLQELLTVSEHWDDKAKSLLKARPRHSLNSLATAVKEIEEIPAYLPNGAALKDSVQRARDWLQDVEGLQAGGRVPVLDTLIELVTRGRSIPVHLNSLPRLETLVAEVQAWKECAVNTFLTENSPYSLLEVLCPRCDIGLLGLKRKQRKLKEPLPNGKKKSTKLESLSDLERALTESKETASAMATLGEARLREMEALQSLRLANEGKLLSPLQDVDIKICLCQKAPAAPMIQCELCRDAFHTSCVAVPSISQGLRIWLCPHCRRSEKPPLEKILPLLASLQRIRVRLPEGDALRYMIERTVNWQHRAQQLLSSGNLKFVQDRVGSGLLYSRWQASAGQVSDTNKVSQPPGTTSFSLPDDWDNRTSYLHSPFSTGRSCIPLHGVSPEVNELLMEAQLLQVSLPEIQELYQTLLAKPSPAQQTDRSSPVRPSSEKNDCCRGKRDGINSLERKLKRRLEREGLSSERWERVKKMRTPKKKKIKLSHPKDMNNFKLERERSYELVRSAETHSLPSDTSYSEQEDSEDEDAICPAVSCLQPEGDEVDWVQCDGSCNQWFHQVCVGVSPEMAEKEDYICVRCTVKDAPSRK
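Here, H3K4me3 peptide (12.5 µM in substrate mix) is demethylated by KDM5BΔAP, 200 nM final, after 10 min compound exposure. Formaldehyde product is coupled through FDH (0.25 U/mL in mix) to NADH fluorescence; 30-min ΔRFU feeds dose-response curves.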
* = called active by the depositor; ? = inconclusive; [ ] = dose if it differs, or a comment. Potency is the fitted concentration of half-maximal effect. This is a subset; the hit share may differ from the screen's.

SMILES	KDM5B inh
Cc1oc(C(C)C)cc1C(=O)N1CCC2(CC1)C(C(=O)O)CC(=O)N2C (stereo unspecified)	-28%
CCc1ccc(C(=O)NCc2ccc(C#N)cc2)o1	11%
CC(NC(=O)Cn1nc(-c2ccc(F)cc2)oc1=O)c1ccc2c(c1)CCCC2 (stereo unspecified)	5%
O=C(CCC1CCN(C(=O)[C@@H]2C[C@@H]3C=C[C@H]2C3)CC1)Nc1ccc2c(c1)OCCO2	21%
CCCN1C(=O)C(O)(CC(=O)c2ccc(CC)cc2)c2cc(Br)ccc21 (stereo unspecified)	-13%
COc1ccc(CCNC(=O)CCn2c(=O)c3ccccc3n(Cc3ccccc3C)c2=O)cc1OC	11%
O=C(Nc1c2c(nn1-c1ccc(Cl)cc1)CS(=O)(=O)C2)c1ccc(Br)cc1	-17%
CC(=O)N(C)CCc1noc(C2CN(C(=O)c3c(C)noc3C)C2)n1	-12%
NS(=O)(=O)c1cc(C(=O)OCC(=O)Nc2ccc(N3CCCCC3)cc2)ccc1Cl	10%
COC(=O)c1cc(NC(=O)c2ccc(OC(F)F)c(OC)c2)c(F)cc1F	-6%
Cc1ccc(C(=O)N2CCc3sc(C(=O)O)cc3C2)cc1	7%
CN(Cc1ccc(-c2ccccc2)cc1)C(=O)c1cccc(Cl)c1	-25%[86.2 µM]
COc1cccc(CN2CCCC(O)(CN3CCC(C)CC3)C2=O)c1 (stereo unspecified)	8%
COc1cc(C(=O)Nn2c(O)c(C3=c4ccccc4=NC3=O)sc2=S)ccc1O	36%[activator]
CCc1[nH]c2c(CNC(=O)c3n[nH]c4c3CCC4)cc(C)cc2c1C	-23%
CC(C)NC(=O)CNC(=O)c1nc(-c2ccc3cc[nH]c3c2)no1	-5%
CCCCOc1ccc(Oc2ccc(C#N)c(C#N)c2)cc1	-3%
Cc1cc(C)cc(NC(=O)CN2CCN(c3ccccc3)CC2)c1	28%
Cc1cc(C)n(CCC(=O)NCCc2noc(-c3ccccc3)n2)n1	25%
O=C1Cc2c(-c3ccccc3Cl)n[nH]c2CN1CC1CC1	?
O=C(CCC1CCCC1)N1CCCC(Cc2nc(C3CCOCC3)no2)C1 (stereo unspecified)	-10%
COc1ccc(C(=O)CSC#N)cc1	-16%
Cc1ccc2scc(N3CCCCC3C)c(=O)c2c1 (stereo unspecified)	?
Cc1noc(C)c1-c1cc2cc(C(C)C)oc2c(N2CCS(=O)(=O)CC2)n1	32µM*
Cc1ccc(C)c(Cn2c3ccccc3c3cnn(CC(=O)NCCC4=CCCCC4)c(=O)c32)c1	-5%

(list continues)
SMILES	KDM5B inh
C=C(C)COc1ccc2c(=O)c(Oc3ccc(C(=O)OCC)cc3)coc2c1	11%
CC(C)=CC(=O)NCCSc1ccccc1	7%
CCN(CC)S(=O)(=O)c1ccc2c(c1)c(=O)c(C(=O)N1CCN(c3ccc(OC)cc3)CC1)cn2C	-41%
CC(=O)Nc1cccc(NC(=O)COC(=O)c2cc3ccccc3[nH]2)c1	?
COc1cc(OC)c(NC(=O)CCS(=O)(=O)c2ccc3c(c2)oc(=O)n3C)cc1Cl	4%[11.5 µM]
CCc1nc2c(c(-c3ccc(Cl)cc3)n1)CN(Cc1ccc(F)cc1)CC2	?
CCOC(=O)N1CCC(Nc2ncncn2)CC1	34%
Cc1c(C(=O)Nc2ccc(F)c(F)c2)oc2ccc(S(=O)(=O)N3CCCCC3)cc12	-17%
COC(=O)CC(NC(=O)c1cc(C)nc2c1cnn2C(C)C)c1ccc(Br)cc1 (stereo unspecified)	?
c1ccc(CN2CCNc3cc(NCc4cccnc4)ncc3C2)cc1	?
O=C(c1ccccc1F)N1CC(Oc2ccc(F)cc2F)C1	14%[149 µM]
Cc1cccnc1CN(C)c1ccc(C(=O)NCc2noc(C(C)C)n2)cn1	?
Cc1ccc(-n2c(=O)c3cccnc3n2CC(=O)Nc2cc(Cl)ccc2C)cc1	17%
COc1ccc(-c2cc(N3CCCN(C(=O)c4nn(C)c5ccccc45)CC3)n[nH]2)cc1	-32%
Cc1cc(C)c([S+](=O)([O-])c2nnn3c2nc(N2CCOCC2)c2ccccc23)c(C)c1	?
OC1(Cn2ccnc2)CCN(c2nccc(-c3cccnc3)n2)CC1	?
CC(C)(C)CC(=O)Nc1nc2c(s1)C[C@@H]1[C@](C)(CO)[C@H](O)CC[C@@]1(C)[C@@H]2CC(=O)O	6%[86.2 µM]
Cc1cc(N(CCO)Cc2ccccc2)n2nc(-c3ccc(C(C)(C)C)cc3)nc2n1	2%
COc1ccc(OC)c(NC(=O)CN2C(=O)CC(c3ccco3)Sc3ccccc32)c1 (stereo unspecified)	?
COCc1ccc2c(c1)c(OC(C)(C)C(=O)NCc1cnccn1)nn2Cc1ccccc1	-10%
COc1cc(CNCCSc2nnnn2C)ccc1OCc1c(F)cccc1Cl	?
Cc1ccc(-n2c(C)cc(/C=C3\SC(=O)NC3=O)c2C)cc1	-5%
Cc1ccccc1CCNC(=O)C(C)C	-7%
CCCOc1ccc(-c2nc(C#N)c(N3CCN(C(=O)c4ccco4)CC3)o2)cc1	-13%
CN(c1ccccc1)c1ccc2nnc(-c3ccc(F)cn3)n2n1	-22%[86.2 µM]

The list continues:
SMILES	KDM5B inh
O=C(Cc1ccc(F)cc1)NC1CCN(c2ccccc2)C1=O (stereo unspecified)	1%
COCCN(C)C[C@@H]1CN(C(=O)c2ccc(=O)n(C)c2)C[C@@H]1CO	-17%
COc1ccc(C(=O)NCC(c2ccc(N(C)C)cc2)N2CCc3ccccc32)cc1 (stereo unspecified)	?
O=C1C(Cl)=C(NS(=O)(=O)c2ccc([N+](=O)[O-])cc2)C(=O)c2ccccc21	?
Cc1ccc(OCc2nc(C3CCCCN3C(=O)NCc3ccc(F)cc3)no2)cc1 (stereo unspecified)	6%
CCc1cccc(NC(=O)COC(=O)c2ccc(C3Nc4ccccc4S(=O)(=O)N3)cc2)c1 (stereo unspecified)	?
CC(C)(C)c1ccc(C(=O)Nc2c(N3CCCC3)c3ccccc3oc2=O)cc1	-18%
Oc1ccc(/C=C/c2nc(-c3ccc(F)cc3)cs2)cc1	?
Cc1cc(=O)n2c3ccccc3nc2n1CC(=O)c1ccc(Cl)cc1	18%
CCOc1ccc(C(=O)N2CCC(c3nnc(-c4ccccc4OC)o3)CC2)cc1	-14%
Cc1c(C(=O)Nc2ccc(-n3c(C)nc4ccccc4c3=O)cc2)cccc1[N+](=O)[O-]	-16%
CN(C)CCNC(=O)c1cc2c(n1C)CCN(Cc1ccccc1)C2	?
O=C1CCN(S(=O)(=O)c2ccc3c(c2)CCC3)CCCCCCN1	-11%
CN1C(=O)c2cccn2CC1C(=O)NCc1cccc(F)c1 (stereo unspecified)	-24%
Cc1ccc(Nc2nnc(SC(C)C#N)s2)cc1 (stereo unspecified)	16%
O=S(=O)(Nc1nc2ccccc2nc1Nc1ccc(F)cc1)c1cccc2nsnc12	10%
N[C@@H]1CC[C@@H]1NC(=O)c1ccccc1OC(F)(F)C(F)F	-25%
CN(Cc1ccccc1)C(=O)C[C@@H]1O[C@H](CNC(=O)C2CCCC2)[C@@H](O)[C@H]1O	-12%[86.2 µM]
CCCn1nc(C(=O)Nc2ccc(S(=O)(=O)NC(C)C)cc2)c2ccccc2c1=O	10%
COCc1nnc2n1CCC(NC(=O)c1cscn1)CC2 (stereo unspecified)	-21%
CCOc1cc2c(cc1/C=C1\NC(=O)NC1=O)OCO2	-11%
O=C(C1CC1)N1CCC2(CC1)NCCc1c2[nH]c2ccccc12	-12%
O=C(Oc1ccc2c(=O)c(-c3ccccc3)coc2c1)c1ccccc1Cl	-16%
CC(NC(=O)Cc1ccc(NC(=O)N2CCSc3ncccc32)cc1)c1ccccc1 (stereo unspecified)	?
CCC(C)NC(=S)NCCc1ccccc1 (stereo unspecified)	12%

Structures shown so far that contain a nitro group on carbon:
SMILES	KDM5B inh
O=C1C(Cl)=C(NS(=O)(=O)c2ccc([N+](=O)[O-])cc2)C(=O)c2ccccc21	?
Cc1c(C(=O)Nc2ccc(-n3c(C)nc4ccccc4c3=O)cc2)cccc1[N+](=O)[O-]	-16%

Next records
SMILES	KDM5B inh
CC(NC(=O)C1CCN(C(=O)c2cccc3ccccc23)CC1)c1ccc(F)cc1F (stereo unspecified)	9%
CCc1cc(=O)[nH]c(-n2nc(C)cc2NC(=O)c2cccc3ccccc23)n1	27%
N#Cc1cccc(-c2cn3c(n2)N(C(=O)c2ccccn2)CCC3)c1	18µM*
CCN(c1ccccc1)S(=O)(=O)c1ccc2[nH]c(=O)c(=O)[nH]c2c1	?
CC1(C(=O)N2CCCC(CCc3ccc(F)c(F)c3)C2)CC1 (stereo unspecified)	-11%
CCN(CC)S(=O)(=O)c1ccc2c(c1)N(CC(=O)Nc1c(C)cc(C)cc1C)C(=O)CS2	-24%
COC(=O)CC1Oc2ccc(F)cc2-n2cc(-c3ccc(C)cc3)nc21 (stereo unspecified)	?
CCc1ccc(NC(=O)N2C[C@@H](F)C[C@H]2C(=O)N2CCCCC2)cc1	23%
CS(=O)(=O)N1CCCC(C(=O)NCCc2ccccc2)C1 (stereo unspecified)	-19%
CC(=O)c1c(C)[nH]c(C(=O)OCc2cccc(C)c2)c1C	-14%
Cc1ccc(Cl)cc1N1CCN(C(=O)c2ccc3c(c2)N(Cc2ccccc2F)C(=O)c2ccccc2S3=O)CC1 (stereo unspecified)	11%
CSCC(=O)N1CCC2(CCN(Cc3nccnc3C)CC2)C(CO)C1 (stereo unspecified)	-27%
O=C(CCC[C@@H]1[C@H]2CCCN3CCC[C@@H](CN1C(=O)NCc1ccc(F)cc1)[C@@H]23)NCC1CC1	-1%
CC(Sc1n[nH]c(=O)n1C1CC1)C(=O)c1ccc(Br)cc1 (stereo unspecified)	-5%
NNC1CCCC1O (stereo unspecified)	-21%
CN(CC1CCOC1)C(=O)NCc1ccc(F)cc1 (stereo unspecified)	-10%
O=C(Nc1ccc(Cl)cc1Cl)c1cc(=O)[nH]c2ccc(S(=O)(=O)N3CCOCC3)cc12	6%
O=C(COc1ccc(S(=O)(=O)NC2CCCC2)cc1)NCc1ccccn1	-2%
Cc1ccccc1-n1c(SC(C)C(=O)c2ccc(Br)cc2)nnc1N1CCOCC1 (stereo unspecified)	-4%
COc1ccc(NC(=O)c2ccc3c(c2)OCCN(Cc2ncccn2)C3)c(F)c1	-14%[86.2 µM]
Cc1cccc(Cn2c(NC3CCCCC3)nc3c2c(=O)[nH]c(=O)n3C)c1	-26%
CCn1cc(C(=O)NCc2ccccc2)c(=O)c2cc(S(=O)(=O)N3CCCCCC3)ccc21	8%
CSc1nnc2c(n1)OC=Nc1ccc(Br)cc1-2	3%
CN(C)C(=O)CO	8%
Cc1ccc(NC(=O)C(C#N)C(=O)c2ccc(C(C)(C)C)cc2)cc1 (stereo unspecified)	33%[activator]

The results go on.
SMILES	KDM5B inh
O=[S+]([O-])(c1ccccc1)N1CC2(COCCN(c3nccc(C(F)(F)F)n3)C2)C1	?
Cc1cccc(C(=O)N(Cc2ccccc2F)C2CCS(=O)(=O)C2)c1 (stereo unspecified)	2%
Cn1c(=O)c2[nH]c(CN3CCC(Cc4ccccc4)CC3)nc2n(C)c1=O	8%
O=C(NCc1ccc(N2CCOCC2)cc1)C1CCN(c2cnc3nccnc3c2)CC1	-28%
Cc1cc(C)cc(C(=O)NC2CCN(c3cc(-c4ccc(F)cc4)[nH]n3)C2)c1 (stereo unspecified)	?
CCC(C)NC(=O)CSc1nc2n[nH]c(C)c2c(=N)n1-c1cc(Cl)ccc1C (stereo unspecified)	?
Cc1ccc(CNC(=O)Cn2c(-c3ccccc3)nc(C)c(CCO)c2=O)cc1	-5%
Cc1cc(C)cc(N2CCC(NC(=O)c3ccc4nc[nH]c4c3)C2=O)c1 (stereo unspecified)	-2%
CC(=O)Nc1ccc(CN2CCCC3(CC(c4ccccn4)=NO3)C2)cc1 (stereo unspecified)	24%[115 µM]
CC(=O)N1CC2(Cc3ccccc31)CN(C(=O)c1ccc(C)cc1)C2	1%
COc1ccc(C2(c3ccc(OC)cc3)C=Cc3c(ccc4cc(OC)ccc34)O2)cc1	-5%
CC1CCc2c(sc(/N=C/c3cccnc3)c2C(N)=O)C1 (stereo unspecified)	?
CN1CCN(C(C(=O)O)c2c[nH]c3ccc(NC(=O)c4ccccc4)cc23)CC1 (stereo unspecified)	-4%

Six of the compounds above, bar-delimited.
SMILES | KDM5B inh
O=C(NCc1ccc(N2CCOCC2)cc1)C1CCN(c2cnc3nccnc3c2)CC1 | -28%
COc1ccc(C2(c3ccc(OC)cc3)C=Cc3c(ccc4cc(OC)ccc34)O2)cc1 | -5%
CC1CCc2c(sc(/N=C/c3cccnc3)c2C(N)=O)C1 (stereo unspecified) | ?
Cc1cc(C)cc(N2CCC(NC(=O)c3ccc4nc[nH]c4c3)C2=O)c1 (stereo unspecified) | -2%
CC(=O)Nc1ccc(CN2CCCC3(CC(c4ccccn4)=NO3)C2)cc1 (stereo unspecified) | 24%[115 µM]
Cc1cccc(C(=O)N(Cc2ccccc2F)C2CCS(=O)(=O)C2)c1 (stereo unspecified) | 2%

5 entries picked at random from those above:
SMILES	KDM5B inh
O=[S+]([O-])(c1ccccc1)N1CC2(COCCN(c3nccc(C(F)(F)F)n3)C2)C1	?
CC(=O)N1CC2(Cc3ccccc31)CN(C(=O)c1ccc(C)cc1)C2	1%
Cc1cc(C)cc(N2CCC(NC(=O)c3ccc4nc[nH]c4c3)C2=O)c1 (stereo unspecified)	-2%
Cn1c(=O)c2[nH]c(CN3CCC(Cc4ccccc4)CC3)nc2n(C)c1=O	8%
Cc1cc(C)cc(C(=O)NC2CCN(c3cc(-c4ccc(F)cc4)[nH]n3)C2)c1 (stereo unspecified)	?
